eLon inh = inhibitors of E. coli Lon protease, primary screen, biochemical, fluorescence polarization; P0A9M0; purified E. coli Lon protease; inhibition, % at 7.94 µM; actives 0.42% (n = 360,000); AID 602123, 2011; in the data active means inhibition above about 13%, passing the limit was not always enough;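 further: 0% = enzyme with probe and DMSO and 100% = no enzyme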
MsrA inh = bovine MsrA enzyme inhibitors, primary screen, biochemical, absorbance, HTS. inhibition, % at 15.5 µM. Methionine sulfoxide reductase A (Bos taurus). AID 651718, 2012. purified bovine MsrA, absorbance read-out. actives 0.75% (n = 360,000); in the data active means inhibition above about 4.5%;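 further: 0% = vehicle wells with enzyme and 100% = reference inhibitor wells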
PABP1 MLLE inh = inhibitors of PABP1 MLLE–PAM2 peptide binding, primary screen, biochemical, fluorescence polarization, FITC-PAM2, GST-MLLE; inhibition, % at 20 µM; actives 0.36% (n = 360,000); in the data active means inhibition above about 35%, passing the limit was not always enough;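 further: plate controls were DMSO wells with GST-MLLE for no effect and wells lacking GST-MLLE protein for full effect; some results filed as inactive read as strong as hits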
bovine MsrA act = bovine MsrA enzyme activators, primary screen, biochemical, absorbance, HTS; Methionine sulfoxide reductase A (Bos taurus); purified bovine MsrA, absorbance read-out; activation, % at 10.6 µM; actives 0.3% (n = 360,000); AID 602163, 2012; in the data active means activation above about 7.5%;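 further: 0% = vehicle and 100% = reference activator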
FAS-TE inh = FAS thioesterase domain inhibitors, primary screen, biochemical, fluorescence intensity, uHTS. recombinant FAS-TE, OMFH fluorogenic substrate, fluorescence endpoint. Fatty acid synthase (Homo sapiens), P49327. actives 0.67% (n = 360,000). inhibition, % at 15 µM;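 active means compounds whose normalised, plate-corrected inhibition of enzyme fluorescence in the single-dose primary screen is 50% or more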;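 further: 0% = DMSO with enzyme and 100% = substrate without enzyme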
CSN deneddyl inh = inhibitors of CSN-mediated cullin deneddylation, primary screen, biochemical, fluorescence polarization, uHTS; COP9 signalosome complex subunit 5 (Homo sapiens), Q92905; Purified CSN, SCF-Nedd8-OG deneddylation; actives 0.38% (n = 360,000); inhibition, % at 12.5 µM;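 active means pattern-corrected inhibition above about 35%, with an unprinted fluorescence ratio check between 0.5 and 1.5, limit read from the data, passing the limit was not always enough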;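 further: 0% = enzyme with substrate and 100% = substrate without enzyme; some results filed as inactive read as strong as hits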
Target sequence (Q92905 whole entry, looked up, one chain of several): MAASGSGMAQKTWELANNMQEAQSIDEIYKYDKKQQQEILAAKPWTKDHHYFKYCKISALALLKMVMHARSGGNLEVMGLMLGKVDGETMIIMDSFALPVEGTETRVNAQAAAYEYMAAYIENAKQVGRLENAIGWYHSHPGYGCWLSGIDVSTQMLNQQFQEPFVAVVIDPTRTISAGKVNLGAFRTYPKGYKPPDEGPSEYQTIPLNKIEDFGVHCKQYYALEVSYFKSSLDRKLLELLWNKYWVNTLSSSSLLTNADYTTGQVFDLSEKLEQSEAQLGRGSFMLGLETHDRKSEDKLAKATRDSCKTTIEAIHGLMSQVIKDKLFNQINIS
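Assay system: HEK293T-derived human Csn5 enzyme; quantity: 0.24 nM enzyme; medium: Tris/NaCl/DTT buffer, pH 7.5; also added: substrate SCFSkp2-Nedd8OG, 10 nM; doses: 12.5 µM compound; schedule: 90 min reaction at room temperature; signal: FP; read-out: % inhibition of substrate cleavage by Csn5; benchmarks: substrate-only high control, full reaction low control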
Rpn11 block = Rpn11 (PSMD14) deubiquitinase inhibitors, primary screen, biochemical, fluorescence polarization, uHTS. AID 588493, 2011. calls only at 20 µM. 26S proteasome non-ATPase regulatory subunit 14 (Homo sapiens), O00487. human 26S proteasome, Ub4-pepOG fluorescence polarization; 20S core pre-blocked with epoxomicin. actives 0.59% (n = 360,000);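 active means inhibition at 20 µM, scaled to each plate's controls, above about 33%, limit read from the data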
Target sequence (O00487 whole entry, looked up): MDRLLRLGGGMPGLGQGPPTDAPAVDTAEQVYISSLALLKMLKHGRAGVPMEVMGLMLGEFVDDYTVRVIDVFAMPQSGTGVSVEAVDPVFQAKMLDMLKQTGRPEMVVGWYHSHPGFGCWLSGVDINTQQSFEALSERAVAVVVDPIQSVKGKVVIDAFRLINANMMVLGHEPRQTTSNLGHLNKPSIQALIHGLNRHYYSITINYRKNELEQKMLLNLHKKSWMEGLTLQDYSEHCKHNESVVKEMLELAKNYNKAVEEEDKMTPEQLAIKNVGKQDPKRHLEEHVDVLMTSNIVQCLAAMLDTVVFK
Rin1 Abl inh = inhibitors of Rin1-Abl protein binding, primary screen, biochemical, TR-FRET | actives 0.4% (n = 360,000) | inhibition, % at 7.35 µM | Tyrosine-protein kinase ABL1 (Homo sapiens) + Ras and Rab interactor 1 (Homo sapiens), … | AID 588664, 2011; in the data active means inhibition above about 5%, passing the limit was not always enough
MT1-MMP act inh = blockers of MT1-MMP proenzyme processing, primary screen, HT1080 RFP-PRO-GFP cells, GFP/RFP fluorescence. Matrix metalloproteinase-14 (Homo sapiens), P50281. AID 651647, 2012. GFP/RFP ratio change, % at 20 µM. actives 0.061% (n = 360,000). GFP/RFP ratio fluorescence, overnight; percent of plate control window, DMSO zero;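 active means GFP/RFP ratio change of at least 30% with cell ATP level not reduced by more than half and red fluorescence within 50% of control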; further: strong numbers were not always called active
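Compound: 20 µM single dose, 1% DMSO / System: HT1080 RFP-PRO-GFP cells / Controls: DMSO and RFP-L50D-GFP cell wells / Read-out basis: GFP/RFP fluorescence ratio / Schedule: overnight compound exposure at 37 °C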
* = called active by the depositor.

Results for CCOC(=O)CC[C@H](NC(=O)Cn1cnc2c(SC)nc(N)nc21)C(=O)OCC ?
eLon inh: 0; MsrA inh: -1.0; PABP1 MLLE inh: 5; bovine MsrA act: -2; FAS-TE inh: -5; CSN deneddyl inh: -5; Rpn11 block: inactive; Rin1 Abl inh: 0; MT1-MMP act inh: 2

Results for CSCC(C)N1CCC(n2nccc2NC(=O)CCCc2ccccc2)CC1 (configuration not stated) ?
eLon inh: 3; MsrA inh: -0.3; PABP1 MLLE inh: 84; bovine MsrA act: -3; FAS-TE inh: -12; CSN deneddyl inh: -12; Rpn11 block: inactive; Rin1 Abl inh: 0; MT1-MMP act inh: -14

What do the screens show for `Cc1ccc(NC(=O)COC(=O)CCc2ccc(S(=O)(=O)N3CCOCC3)cc2)c(C)c1`?
eLon inh: 6; MsrA inh: 0.7; PABP1 MLLE inh: -20; bovine MsrA act: -1; FAS-TE inh: 1; CSN deneddyl inh: -4; Rpn11 block: inactive; Rin1 Abl inh: 4; MT1-MMP act inh: 0

What do the screens show for `COc1ccc(/C=C2\NC(=S)N(CC3CCCO3)C2=O)c(OC)c1` (configuration not stated)?
eLon inh: 7; MsrA inh: 0.9; PABP1 MLLE inh: -92; bovine MsrA act: -9; FAS-TE inh: 0; CSN deneddyl inh: -2; Rpn11 block: inactive; Rin1 Abl inh: 4; MT1-MMP act inh: -1

What do the screens show for `O=C(CO)N/N=C/c1ccccc1F`?
eLon inh: 2; MsrA inh: -0.6; PABP1 MLLE inh: 12; bovine MsrA act: 0; FAS-TE inh: -7; CSN deneddyl inh: 2; Rpn11 block: inactive; Rin1 Abl inh: 0; MT1-MMP act inh: 1

What do the screens show for `CC1C(=O)CC(c2ccccc2)NC1c1ccccc1` (configuration not stated)?
eLon inh: -1; MsrA inh: -0.6; PABP1 MLLE inh: 13; bovine MsrA act: -2; FAS-TE inh: 0; CSN deneddyl inh: 2; Rpn11 block: inactive; Rin1 Abl inh: -2; MT1-MMP act inh: -8

What do the screens show for `CCOC(=O)N1CCN(C(=O)Cn2cc3c(n2)CCCC3)CC1`?
eLon inh: -5; MsrA inh: 0.3; PABP1 MLLE inh: 8; bovine MsrA act: 1; FAS-TE inh: -11; CSN deneddyl inh: 5; Rpn11 block: inactive; Rin1 Abl inh: 2; MT1-MMP act inh: 5

How did CC(NC(=O)c1cccc(S(=O)(=O)N2CCN(Cc3ccccc3)CC2)c1)c1ccc(Cl)cc1 (configuration not stated) do in these assays?
eLon inh: -2; MsrA inh: -0.5; PABP1 MLLE inh: -9; bovine MsrA act: -6; FAS-TE inh: 29; CSN deneddyl inh: -2; Rpn11 block: inactive; Rin1 Abl inh: 0; MT1-MMP act inh: 0

What do the screens show for `CCCC(=O)OCCNc1cc(SCc2ccco2)c2nonc2c1[N+](=O)[O-]`?
eLon inh: -7; MsrA inh: -0.1; PABP1 MLLE inh: 31; bovine MsrA act: -11; FAS-TE inh: 25; CSN deneddyl inh: 27; Rpn11 block: inactive; Rin1 Abl inh: 1; MT1-MMP act inh: 3

Results for CCCC1CCc2c(c3ccccc3[nH]c2=O)O1 (configuration not stated) ?
eLon inh: -3; MsrA inh: 0.9; PABP1 MLLE inh: -4; bovine MsrA act: 2; FAS-TE inh: 0; CSN deneddyl inh: 2; Rpn11 block: inactive; Rin1 Abl inh: 2; MT1-MMP act inh: -5

What do the screens show for `COc1ccc(NC(=O)c2sc3ncnc(N4CCN(c5ccccn5)CC4)c3c2C)cc1Cl`?
eLon inh: 1; MsrA inh: 2.0; PABP1 MLLE inh: 14; bovine MsrA act: 1; FAS-TE inh: 32; CSN deneddyl inh: 2; Rpn11 block: inactive; Rin1 Abl inh: 1; MT1-MMP act inh: -6

How did CN(Cc1ccc(F)cc1)C(=O)CN1C(=O)c2ccccc2S1(=O)=O do in these assays?
eLon inh: 0; MsrA inh: -0.4; PABP1 MLLE inh: -40; bovine MsrA act: -2; FAS-TE inh: -5; CSN deneddyl inh: 1; Rpn11 block: inactive; Rin1 Abl inh: -3; MT1-MMP act inh: 4

Results for CCOC(=O)N1CCN(C(=O)c2ccccc2SCC(=O)NCC2CCCCC2)CC1 ?
eLon inh: 3; MsrA inh: 0.4; PABP1 MLLE inh: 17; bovine MsrA act: -2; FAS-TE inh: -4; CSN deneddyl inh: -2; Rpn11 block: inactive; Rin1 Abl inh: 2; MT1-MMP act inh: 4

What do the screens show for `Cn1c(-c2cccc(Br)c2)n[nH]c1=O`?
eLon inh: -6; MsrA inh: 2.5; PABP1 MLLE inh: 1; bovine MsrA act: -11; FAS-TE inh: -8; CSN deneddyl inh: 3; Rpn11 block: inactive; Rin1 Abl inh: 1; MT1-MMP act inh: 4

What do the screens show for `O=C(NCC1CC1)NC(=O)c1c(F)cccc1Cl`?
eLon inh: 6; MsrA inh: 0.8; PABP1 MLLE inh: -12; bovine MsrA act: -2; FAS-TE inh: -1; CSN deneddyl inh: 4; Rpn11 block: inactive; Rin1 Abl inh: 1; MT1-MMP act inh: -3

What do the screens show for `Cc1cc(C)c2c(ccc3ccccc32)n1`?
eLon inh: -13; MsrA inh: 0.1; PABP1 MLLE inh: -7; bovine MsrA act: -4; FAS-TE inh: -2; CSN deneddyl inh: 0; Rpn11 block: inactive; Rin1 Abl inh: 2; MT1-MMP act inh: 0

What do the screens show for `COc1ccc(NC(=O)c2ccc(F)cc2)cc1S(=O)(=O)Nc1cc(C)ccc1Br`?
eLon inh: -4; MsrA inh: -1.6; PABP1 MLLE inh: 12; bovine MsrA act: -3; FAS-TE inh: 42; CSN deneddyl inh: 3; Rpn11 block: inactive; Rin1 Abl inh: -1; MT1-MMP act inh: 5

What do the screens show for `Cn1c(C(=O)NC2CCCCCC2)cc2c(=O)n(C)c3ccccc3c21`?
eLon inh: -5; MsrA inh: 0.0; PABP1 MLLE inh: 10; bovine MsrA act: 0; FAS-TE inh: 10; CSN deneddyl inh: -2; Rpn11 block: inactive; Rin1 Abl inh: -1; MT1-MMP act inh: 11

How did Cc1ccc(NC(=O)CSc2nnc(CN3CCOCC3)n2C)cc1C do in these assays?
eLon inh: -8; MsrA inh: -0.4; PABP1 MLLE inh: 2; bovine MsrA act: -4; FAS-TE inh: -9; CSN deneddyl inh: -2; Rpn11 block: inactive; Rin1 Abl inh: 4; MT1-MMP act inh: -4

What do the screens show for `O=c1c(O)c(-c2ccc(O)c(O)c2)oc2cc(O)ccc12`?
eLon inh: -16; MsrA inh: 2.6; PABP1 MLLE inh: -9; bovine MsrA act: -4; FAS-TE inh: 11; CSN deneddyl inh: 5; Rpn11 block: inactive; Rin1 Abl inh: 23*; MT1-MMP act inh: -64

How did COc1ccc(C(O)c2coc3ccc(O)c(CN(C)C)c23)cc1 (configuration not stated) do in these assays?
eLon inh: 1; MsrA inh: -0.8; PABP1 MLLE inh: -7; bovine MsrA act: -3; FAS-TE inh: -9; CSN deneddyl inh: 3; Rpn11 block: inactive; Rin1 Abl inh: 0; MT1-MMP act inh: -3

What do the screens show for `CN(C(=O)c1ccc(NC(=O)Cc2ccc(NC(=O)C3CCN(C(=O)CCc4ccccc4)CC3)cc2)cc1)C1CCCC1`?
eLon inh: 3; MsrA inh: 0.3; PABP1 MLLE inh: 6; bovine MsrA act: -2; FAS-TE inh: 0; CSN deneddyl inh: 0; Rpn11 block: inactive; Rin1 Abl inh: -1; MT1-MMP act inh: 1

Results for COC(=O)CCN(Cc1cc(OC)ccc1OC)S(=O)(=O)c1ccccc1Br ?
eLon inh: 2; MsrA inh: -0.3; PABP1 MLLE inh: 0; bovine MsrA act: -3; FAS-TE inh: 18; CSN deneddyl inh: -1; Rpn11 block: inactive; Rin1 Abl inh: -2; MT1-MMP act inh: 3

What do the screens show for `COc1cccc(N2CCN(C(=S)Nc3ccccc3OC)CC2)c1`?
eLon inh: -2; MsrA inh: 1.6; PABP1 MLLE inh: -103; bovine MsrA act: -2; FAS-TE inh: 0; CSN deneddyl inh: -2; Rpn11 block: inactive; Rin1 Abl inh: 0; MT1-MMP act inh: -1

What do the screens show for `Cc1ccc(C)c(N(C(=O)c2nsc(Cl)c2Cl)C(C(=O)NC2CCCC2)c2ccc(O)cc2)c1` (configuration not stated)?
eLon inh: -5; MsrA inh: -0.4; PABP1 MLLE inh: -17; bovine MsrA act: 2; FAS-TE inh: 37; CSN deneddyl inh: -3; Rpn11 block: inactive; Rin1 Abl inh: 2; MT1-MMP act inh: -46

What do the screens show for `O=[N+]([O-])c1cc(C(F)(F)F)ccc1N1CCCC(O)C1` (configuration not stated)?
eLon inh: -12; MsrA inh: 0.5; PABP1 MLLE inh: -9; bovine MsrA act: 5; FAS-TE inh: -2; CSN deneddyl inh: -2; Rpn11 block: inactive; Rin1 Abl inh: 0; MT1-MMP act inh: -2

What do the screens show for `O=S(=O)(c1ccc(OCC(O)CNCc2ccco2)c(Cl)c1)N1CCOCC1` (configuration not stated)?
eLon inh: -8; MsrA inh: 0.3; PABP1 MLLE inh: -5; bovine MsrA act: -4; FAS-TE inh: -8; CSN deneddyl inh: 7; Rpn11 block: inactive; Rin1 Abl inh: 0; MT1-MMP act inh: -21

What do the screens show for `O=C(CC1CCCC1)NCCS(=O)(=O)N1CCN(c2ccccc2)CC1`?
eLon inh: -7; MsrA inh: 1.0; PABP1 MLLE inh: -6; bovine MsrA act: -9; FAS-TE inh: -3; CSN deneddyl inh: 1; Rpn11 block: inactive; Rin1 Abl inh: 3; MT1-MMP act inh: 2

Results for O=C(Nc1ccc2c(c1)N(S(=O)(=O)c1cccs1)CCC2)c1c(F)cccc1F ?
eLon inh: -13; MsrA inh: -0.3; PABP1 MLLE inh: 1; bovine MsrA act: -2; FAS-TE inh: 25; CSN deneddyl inh: 1; Rpn11 block: inactive; Rin1 Abl inh: -4; MT1-MMP act inh: -4

What do the screens show for `Cc1cccc(C)c1NC(=O)NC1(C(=O)NCCN2CCOCC2)CCCCC1`?
eLon inh: 3; MsrA inh: -0.3; PABP1 MLLE inh: 7; bovine MsrA act: -3; FAS-TE inh: -4; CSN deneddyl inh: 11; Rpn11 block: inactive; Rin1 Abl inh: 4; MT1-MMP act inh: 5

Gathered by group: those above with a nitro group on carbon
What do the screens show for `CCCC(=O)OCCNc1cc(SCc2ccco2)c2nonc2c1[N+](=O)[O-]`?
eLon inh: -7; MsrA inh: -0.1; PABP1 MLLE inh: 31; bovine MsrA act: -11; FAS-TE inh: 25; CSN deneddyl inh: 27; Rpn11 block: inactive; Rin1 Abl inh: 1; MT1-MMP act inh: 3

What do the screens show for `O=[N+]([O-])c1cc(C(F)(F)F)ccc1N1CCCC(O)C1` (configuration not stated)?
eLon inh: -12; MsrA inh: 0.5; PABP1 MLLE inh: -9; bovine MsrA act: 5; FAS-TE inh: -2; CSN deneddyl inh: -2; Rpn11 block: inactive; Rin1 Abl inh: 0; MT1-MMP act inh: -2
